EPAC1 antagonist = antagonists of human EPAC1; EPAC1 GEF assay, Rap1b-BODIPY-GDP exchange fluorescence; Potency, µM (highest dose often 115 µM), for inactives: top-dose activity change, negative = inhibition, hits mostly inhibitors; 0.14% of 360,000 active;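 further: potency means the concentration at half of the fitted maximal effect; plate controls were vehicle for no effect and positive control for full effect; nearly all actives have a fitted effect of over 50% in size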
PI5P4Ka inh = blocks human PI5P4K alpha kinase activity; PI5P4Kalpha enzyme, ADP-Glo luminescence, 60 min; stronger effect = lower value; max response, %; 1.2% of 330,000 active; AID 652105; active means max response of -50% or lower; inconclusive means between -30% and -50%; inactive means -30% or higher; further: value at the top dose of about 77 µM; on the % scale 0 is the no-effect control and ±100 the full control effect
Target sequence (P48426 whole entry, looked up): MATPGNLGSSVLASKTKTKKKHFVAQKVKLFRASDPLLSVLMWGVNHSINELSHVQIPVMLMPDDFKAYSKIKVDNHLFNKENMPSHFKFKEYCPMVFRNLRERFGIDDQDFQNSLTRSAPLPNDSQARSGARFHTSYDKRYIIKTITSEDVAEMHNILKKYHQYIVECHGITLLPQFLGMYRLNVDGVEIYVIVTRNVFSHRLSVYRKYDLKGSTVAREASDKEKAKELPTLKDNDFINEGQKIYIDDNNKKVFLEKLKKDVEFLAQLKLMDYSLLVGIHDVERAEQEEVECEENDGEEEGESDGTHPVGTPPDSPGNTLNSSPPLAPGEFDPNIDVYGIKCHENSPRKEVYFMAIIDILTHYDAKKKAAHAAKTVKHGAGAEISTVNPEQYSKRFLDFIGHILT
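ADP-Glo luminescence end-point read after a 60 min room-temperature kinase reaction of PI5P4Kalpha plus substrate, initiated with ATP at 5 microM final. Buffer: 0.038 M HEPES pH 7.4, EGTA, 0.1% CHAPS, 5% DMSO.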
PLK1 PBD block = PLK1 (human) polo-box domain binding inhibition | Plk1 PBD binding of FITC phosphopeptide, fluorescence polarization | P53350 | Potency, µM, inactives show max response, negative = inhibition, most hits filed as inhibitors | 2.8% of 360,000 active; further: potency means the concentration at half of the fitted maximal effect; series mostly up to about 57 µM; on the % scale 0 is the no-effect control and ±100 the full control effect; nearly all actives have a fitted effect of over 65% in size
Target sequence (P53350 whole entry, looked up, the tested form may be a part): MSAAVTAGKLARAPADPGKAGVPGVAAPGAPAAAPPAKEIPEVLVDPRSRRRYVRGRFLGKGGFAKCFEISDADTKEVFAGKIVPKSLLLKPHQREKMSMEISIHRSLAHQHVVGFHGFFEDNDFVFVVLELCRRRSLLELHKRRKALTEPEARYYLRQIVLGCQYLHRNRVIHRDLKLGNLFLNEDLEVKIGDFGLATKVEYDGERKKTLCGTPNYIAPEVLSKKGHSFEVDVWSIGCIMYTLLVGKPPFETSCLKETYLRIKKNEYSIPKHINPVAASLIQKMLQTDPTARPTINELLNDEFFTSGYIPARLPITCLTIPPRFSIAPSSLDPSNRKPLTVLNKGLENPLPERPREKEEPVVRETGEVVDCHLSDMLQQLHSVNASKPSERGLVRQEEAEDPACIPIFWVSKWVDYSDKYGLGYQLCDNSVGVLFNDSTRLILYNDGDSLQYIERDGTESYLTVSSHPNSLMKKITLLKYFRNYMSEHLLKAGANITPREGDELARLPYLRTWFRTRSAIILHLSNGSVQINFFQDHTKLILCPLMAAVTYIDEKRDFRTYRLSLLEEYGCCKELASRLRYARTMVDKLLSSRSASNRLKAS
CCT modulator = modulators of cytosolic chaperonin (CCT/TRiC) activity; purified chaperonin ATPase assay, HTRF ADP detection, 30 min; AID 651819; 0.3% of 360,000 active; activity change, % (no concentration beside the values), hits read low; in the data active means activity change below about -30%; further: on the % scale 0 is the no-effect control and ±100 the full control effect
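ATPase activity: ADP formed was measured by HTRF Transcreener (665/615 nm ratio) after 30 min at 37 deg C with 10 uM ATP. Compounds screened at one 76 uM concentration against 40 or 20 nM TRiC in Tris pH 7.4/KCl/MgCl2/DTT buffer.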
EPAC1 ag = activates human EPAC1 exchange factor; EPAC1 agonist qHTS, biochemical assay; response scale: 100% = response to 6.5 mM cAMP; Potency, µM (top dose mostly 154 µM), inactives show at the highest dose activation, most hits filed as activators; 0.073% of 360,000 active; further: potency means the concentration at half of the fitted maximal effect; nearly all actives have a fitted effect of over 60% in size
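Multi-concentration qHTS readout: loss of Rap1B-bound BODIPY-GDP fluorescence driven by 100 nM EPAC1 with excess GDP (50 uM), monitored kinetically at room temperature; agonist response expressed relative to 6.5 mM cAMP.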
IL2 activator = activates IL-2 in a cell-based reporter assay. 0.065% of 360,000 active. IL-2 activation reporter assay, cell-based qHTS; stimulated with anti-CD3/CD4/CD28 beads; in transgenic mouse T cells. activation, % (series mostly up to about 46 µM); in the data active means activation above about 50%; inconclusive means mostly about 30% to 49%; further: 0% is about no effect
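Screening format: compound pinned onto unstimulated transgenic mouse T cells, 60 min incubation, then anti-CD3/anti-CD4/anti-CD28 bead stimulation for 18 hours at 37 degrees C, followed by EGFP and DsRed detection.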
WRN helicase inh = WRN helicase (human) inhibition. Q14191. WRN helicase unwinding, fluorescent forked duplex, kinetic. Potency, µM (top dose mostly 114 µM), without a hit: top-dose activity change, negative = inhibition, most hits filed as inhibitors. 0.46% of 360,000 active; further: potency means the concentration at half of the fitted maximal effect; on the % scale 0 is the no-effect control and ±100 the full control effect; nearly all actives have a fitted effect of over 55% in size
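Screening of the MLSMR collection measured strand separation of a quenched forked DNA duplex (100 nM) by 20 nM WRN with 2 mM ATP, all final. Compounds were preincubated with enzyme 15 min at room temperature.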
EPAC2 agonist = agonists of human EPAC2 (RAPGEF4); EPAC2 activation, biochemical qHTS; response scale: 100% = 6.5 mM cAMP response; Potency, µM (highest dose often 154 µM), inactives show at the highest dose activation, hits mostly activators; 0.079% of 360,000 active; further: potency means the concentration at half of the fitted maximal effect; nearly all actives have a fitted effect of over 50% in size
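Compounds were added across a concentration range to EPAC2 (100 nM), RAP1B-BODIPY-GDP (250 nM) and GDP (50 uM). After 5 min at room temperature, fluorescence was recorded at 5-min intervals for 30 min.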
* hit, by the source's call; ? = inconclusive; nt = not tested or not shown; [ ] = another dose, or the depositor's remark. Unless noted, the call rests on the fitted dose curve; in most records, active means well fitted curve in the direction sought with a large enough effect; inconclusive means small, poorly fitted or top-dose-only effect, or another doubt; inactive means no such curve, though single readings can be large; an effect the other way counts as inactive or inconclusive. A portion of the library; rates above refer to the full screens.

A first look:
SMILES	EPAC1 antagonist	PI5P4Ka inh	PLK1 PBD block	CCT modulator	EPAC1 ag	IL2 activator	WRN helicase inh	EPAC2 agonist
CC(C)CCn1c(C(C)O)nc2ccccc21 (configuration not stated)	8%	-1	1%	-4.0	-8%	0.8	13%	0%[15.6 µM]
CCCCC1=CC2=C(c3ccco3)C(=O)C(C)(OC(=O)c3ccc(OC)cc3)C(=O)C2=CN1CCc1ccccn1 (configuration not stated)	-4%	-13	-20%	-2.3	-6%	-1.9	-21%	-3%
COc1ccc(C(=O)NC2=NCCS2)cc1S(=O)(=O)N1CCOCC1	0%	1	4%	-1.1	3%	5.9	-7%	5%
O=C1CCCN1CC(O)CS(=O)(=O)c1ccc(Cl)cc1 (configuration not stated)	0%	nt	-7%	-1.8	6%	-2.9	7%	4%
C=CCn1c(=O)c(C(=O)NCc2ccc3c(c2)OCO3)c(O)c2cc(OC)c(OC)cc21	-15%	24	-2%	-1.9	-4%	0.0	1%	-5%

The list itself, repeating the preview:
SMILES	EPAC1 antagonist	PI5P4Ka inh	PLK1 PBD block	CCT modulator	EPAC1 ag	IL2 activator	WRN helicase inh	EPAC2 agonist
CC(C)CCn1c(C(C)O)nc2ccccc21 (configuration not stated)	8%	-1	1%	-4.0	-8%	0.8	13%	0%[15.6 µM]
CCCCC1=CC2=C(c3ccco3)C(=O)C(C)(OC(=O)c3ccc(OC)cc3)C(=O)C2=CN1CCc1ccccn1 (configuration not stated)	-4%	-13	-20%	-2.3	-6%	-1.9	-21%	-3%
COc1ccc(C(=O)NC2=NCCS2)cc1S(=O)(=O)N1CCOCC1	0%	1	4%	-1.1	3%	5.9	-7%	5%
O=C1CCCN1CC(O)CS(=O)(=O)c1ccc(Cl)cc1 (configuration not stated)	0%	nt	-7%	-1.8	6%	-2.9	7%	4%
C=CCn1c(=O)c(C(=O)NCc2ccc3c(c2)OCO3)c(O)c2cc(OC)c(OC)cc21	-15%	24	-2%	-1.9	-4%	0.0	1%	-5%
COc1ccc2c(c1OC)C(=O)OC2Nc1nc(-c2ccccc2)cs1 (configuration not stated)	-24%	3	?	-1.1	11%	-0.3	?	7%
C/C(=N\O)C1/C(=N/O)CC2C1C2(C)C (configuration not stated)	2%	nt	-2%	-1.3	7%	-0.9	-4%	-2%
Cc1[nH]c2ccccc2c1C(=O)COC(=O)c1ccc([N+](=O)[O-])s1	3%	-5	-8%	1.7	3%	1.4	0%	11%
CC12CCC(C/C1=N\OC(=O)c1c(F)cccc1F)C2(C)C (configuration not stated)	-6%	8	-11%	-0.1	3%	-0.3	6%	9%
CCCC(=O)OC/C(O)=C(\C#N)c1nc2ccccc2[nH]1	3%	-12	-1%	-1.4	-7%	-2.2	-9%	0%
N=c1n(CCN2CCCCC2)c2ccccc2n1CC(=O)c1cccs1	1%	2	0%	-0.8	0%	-1.6	-3%	3%
CCOc1ccccc1Oc1c(C)oc2cc(OC(=O)c3ccco3)ccc2c1=O	3%	nt	5%	-0.1	-3%	3.1	-6%	-19%
Cc1ccc(NC(=O)Nc2cccs2)nc1	12%	nt	-7%	-1.8	-4%	-1.9	4%	2%
CCOc1ccc(NC(=O)c2cc(C3CC3)nc3c2cnn3C(C)C)cc1OC	-14%	-2	5%	1.2	5%	0.0	-10%	-6%
N/C(Cc1ccc([N+](=O)[O-])cc1)=N\OC(=O)c1ccccc1F	1%	2	-7%	-2.2	-2%	0.4	2%	-10%
COc1ccc(CNC(=O)CC2C[C@H](C(=O)N3CCCCC3)[C@@]3(C)c4[nH]c5ccccc5c4CCN3C2=O)cc1OC (some centres not stated)	-15%	-2	-5%	-1.1	2%	-0.7	-8%	0%
CCOc1ccc2nc(NCCO)[nH]c2c1	5%	0	-3%	-4.6	-1%	-2.7	-1%	-3%
COc1ccc(OC)c(/C=N\NC(=O)c2c(C)nc3cc(C)ccn23)c1	-1%	0	-1%	-5.4	-2%	0.9	-15%	0%
COc1cc(/C=N/NC(=O)c2cccc(C)c2)ccc1OCC(=O)Nc1ccccc1	3%	1	1%	0.4	6%	-0.9	-24%	8%
CSc1ccc(CNC(=O)Cn2nc(C)c3c(C)n(-c4ccc(C)cc4)nc3c2=O)cc1	-9%	2	-9%	-2.1	-3%	-0.3	2%	5%
O=C(CCS(=O)(=O)Cc1ccccc1F)N1CCc2ccccc2C1	2%	5	-4%	0.1	-3%	4.8	-8%	2%
COc1cccc(NC(=O)CN2C(=O)CSc3ccc(S(=O)(=O)N4CCOCC4)cc32)c1	-10%	3	-1%	-5.7	-9%	0.3	2%	11%
COc1ccc(Cl)cc1C(=O)OCC(=O)NC1CCCC(C)C1C (configuration not stated)	-7%	4	-4%	2.0	1%	0.0	-24%	-5%
COc1ccccc1-n1c(=O)[nH]c2c(C(N)=O)nc(-c3cccnc3)nc21	-11%	-3	-9%	-0.3	4%	-1.0	-10%	6%
Cc1ccc(NC(=O)NCCN2CCCCC2)cc1	8%	6	5%	2.5	-5%	-1.1	9%	2%
CC(=O)c1sc(-c2ccc(Cl)cc2)cc1N	-9%	5	-4%	0.6	6%	0.9	-10%	4%
CCCCCC(=O)N1C[C@@H](O)[C@H](n2cc(COC(=O)c3ccccc3)nn2)C[C@@H]1c1ccc(OC)cc1	-4%	9	1%	3.1	0%	1.0	-2%	18%
CC1CCC(NC(=O)c2nc(Cn3ccc([N+](=O)[O-])n3)no2)CC1 (configuration not stated)	5%	1	3%	-0.5	8%	-0.7	-4%	1%
Cc1cc2ccccn2c1C(=O)c1ccc(N/N=C/c2ccc(C(=O)O)cc2)c([N+](=O)[O-])c1	-6%	0	?	-2.5	-4%	2.2	-10%	26%
CS(=O)(=O)N(CC(=O)Nc1ccccc1C(=O)NCc1ccco1)c1ccccc1F	10%	-2	1%	0.6	-3%	0.4	-5%	-1%
COC(=O)C1CCN(CC(N)=O)CC1	6%	-4	-1%	-1.0	-2%	0.3	-19%	2%
COc1ccccc1C(=O)NC(CCSC)C(=O)N1CCC(Cc2ccccc2)CC1 (configuration not stated)	-29%	3	-20%	-7.7	18%	-4.2	-7%	1%
O=C(COC(=O)CNC(=O)C12CC3CC(CC(C3)C1)C2)NC1CCS(=O)(=O)C1 (configuration not stated)	-11%	-3	-18%	-0.2	3%	-2.9	-12%	10%
Cc1ccc(CCNC(=O)C23CN(Cc4ccccc4)CC2C(c2cccc([N+](=O)[O-])c2)=NO3)cc1 (configuration not stated)	-4%	3	0%	0.4	2%	0.2	-5%	7%
O=C(NCCc1ccc2c(c1)OCO2)Oc1ccccc1	-6%	-1	-25%	1.3	3%	-0.6	-5%	5%
CN(C)c1ccc(/C=N/NC(=O)CCCCCNC(=O)c2ccccc2)cc1	3%	-7	-10%	-1.0	4%	4.4	-10%	5%
CCCOc1ccc([C@@H]2C3CN(C(=O)OCC)CC=C3C(C#N)=C(N)C2(C#N)C#N)cc1OC (some centres not stated)	-1%	nt	-9%	1.5	17%	-2.9	2%	24%
CSc1ccc(C#N)cc1NC(=O)c1ccccc1C	-26%	1	-2%	-2.5	-1%	0.2	6%	-1%
COc1ccc(CCNC(=O)c2cc(-c3cc(C)c(C)cc3O)n[nH]2)cc1OC	-11%	5	-2%	0.2	0%	0.8	-2%	-4%
O=C(CN1C(=O)NC(Cc2c[nH]c3ccccc23)C1=O)Nc1cccc(S(=O)(=O)N2CCCC2)c1 (configuration not stated)	-10%	2	5%	2.1	4%	0.0	-5%	3%
N#Cc1ccccc1NC(=O)C(=O)NCCCN1CCCC1=O	5%	-5	-8%	-2.5	3%	-2.1	-10%	4%
O=C(Oc1cccc(N2C(=O)CCC2=O)c1)C1CC(=O)N(c2ccc(F)cc2)C1 (configuration not stated)	4%	nt	-4%	0.4	4%	0.0	-4%[57.1 µM]	9%
COc1ccc(O)c(-c2[nH]ncc2C(=O)c2ccccc2)c1	-1%	-8	-1%	-3.1	2%	-0.2	-15%	7%
Cc1cc(C)c(S(=O)(=O)c2c(C)cccc2C)c(OCC(C)C)n1	2%	10	0%	2.2	1%	-5.7	0%	-3%
CC(OC(=O)c1cccc(S(=O)(=O)N2CCCCCC2)c1)C(=O)Nc1ccc(S(N)(=O)=O)cc1 (configuration not stated)	-16%	1	-3%	-0.2	10%	-0.5	-4%	9%
CCOC(=O)N1CCN(C(=O)CN(c2ccc(C)c(C)c2)S(=O)(=O)c2ccccc2)CC1	1%	nt	1%	-0.3	0%	-1.8	-3%	-2%
Oc1c(C=Nc2cccnc2)sc2ccccc12	-8%	-14	-3%	1.1	0%	-2.8	-4%	1%
CC(=O)Nc1ccc2nsnc2c1	0%	3	-1%	0.5	-7%	1.4	2%	10%
Cc1c(-c2cccc(Cl)c2)nc2ccccc2c1C(=O)OCC(=O)N(C)C1CCS(=O)(=O)C1 (configuration not stated)	11%	-3	-6%	-1.4	-18%	0.0	-6%	6%
CCOC(=O)Cn1nc(-c2ccc(F)cc2)oc1=O	7%	3	-4%	1.2	5%	3.5	14%	4%
CCCC(=O)c1ccc(N2CCN(C(=O)c3ccccc3Br)CC2)c(F)c1	0%	5	-1%	1.4	2%	-0.1	-9%	10%
Cc1cc(Cl)ccc1Oc1ncnc2onc(C)c12	-12%	1	?	-0.7	4%	-0.4	3%	-2%
CC(=O)c1cccc(NC(=O)c2ccc(C)c(S(=O)(=O)N3CCOCC3)c2)c1	-3%	-2	0%	0.0	-6%	-0.3	-1%	2%
COc1ccc(-c2csc(C(NC(C)=O)c3cccc(F)c3)n2)cc1 (configuration not stated)	-18%	7	-10%	0.3	-4%	0.0	-13%	8%
Cc1ccc(OCCCCN2CCc3ccccc3C2)c(C)c1	-13%	4	-9%	-2.5	10%	-1.9	5%	10%
Cc1c(NC(=O)C(C)NCC2CCCO2)c(=O)n(-c2ccccc2)n1C (configuration not stated)	5%	-4	0%	-1.8	0%	-2.1	0%	-2%
COCc1nc2ccccc2n1Cc1cccc(C)c1	1%	0	-6%	-2.8	-2%	-1.8	10%	5%
CCn1c(=S)sc2c(=O)n(CC(=O)Nc3ccc(OC)cc3)c(C)nc21	1%	-1	34µM*	-7.6	-4%	0.0	-8%	-5%
COc1ccc(-c2csc(C(C)(O)c3ccncc3)n2)cc1OC (configuration not stated)	-29%	1	-3%	0.4	-5%	-0.8	6%[57.1 µM]	-2%
CCOc1ccc(CCNC(=O)COC(=O)c2nc3nc(C)cc(C)n3n2)cc1OCC	7%	-4	-9%	-3.7	3%	-5.9	-27%	-1%

High-throughput results (PubChem)
